Compound activity as filed in PubChem BioAssay.
TRPC4 act = activators of mouse TRPC4 channel, primary screen, Fluo4 calcium, HEK293 TRPC4beta/mu-opioid cells | actives 0.49% (n = 310,000) | Fluo4 calcium fluorescence; stronger effect = higher value | B-score at 10 µM | Short transient receptor potential channel 4 (Mus musculus), Q9QUQ5;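 active = B-score above 5 SD of library B-scores, and initial fluorescence ratio not above library mean plus 5 SD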;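 note: positive B-score marks a calcium rise read as TRPC4 activation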
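Material: HEK293 stable line with TRPC4beta plus mu-opioid receptor; technique: Fluo4 calcium-sensitive dye fluorescence, kinetic, 1 Hz baseline; timing: Fluo4 dye loading 45 min at room temperature, 110 s recording; controls: assay buffer as low control, maximal DAMGO as high control; read-out: integrated baseline-normalised fluorescence ratio, converted to per-well B score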
TRPC4 inh = inhibitors of mouse TRPC4 channel, primary screen, Fluo4 calcium, HEK293 TRPC4beta/mu-opioid cells; AID 2247, 2010; DAMGO-evoked Fluo4 calcium flux; stronger effect = lower value; actives 0.39% (n = 300,000); B-score at 10 µM;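 active = B-score over 3 SD under the library average, no early fluorescence shift, positive overall ratio signal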
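Material: HEK293 cells with stable TRPC4beta plus mu-opioid receptor expression / Probe or stimulus: DAMGO in two steps, submaximal then maximal / Compound: single concentration per test compound / Technique: kinetic Fluo4 fluorescence imaging of calcium influx / Read-out: per-well B score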
TMEM16A inh = TMEM16A chloride channel inhibitors, primary screen, cell-based, HTS. normalized B-score (activity score, 25-100; higher = stronger inhibition) at 10 µM. Anoctamin-1 (Mus musculus), Q8BHY3. actives 1.2% (n = 310,000). HEK293 TMEM16A/YFP iodide influx fluorescence, ionomycin;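 active = ratio plate-corrected score three or more library SD toward inhibition, starting fluorescence score within five deviations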;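 note: score derived from kinetic fluorescence span divided by baseline fluorescence per well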
TRPC6 inhibitor = mouse TRPC6 channel inhibitors, primary screen, cell-based, HEK293, membrane potential dye. ACh-evoked depolarization; stronger effect = lower value. Short transient receptor potential channel 6 (Mus musculus), Q61143. AID 2553, 2010. actives 1.1% (n = 310,000). B-score at 10 µM;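 active = B-score under library mean minus 3 SD, initial fluorescence not abnormally high, positive integrated signal ratio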;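 note: B-score derived from integrated fluorescence ratio over the kinetic read; more negative B-score means stronger inhibition of depolarization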
Target sequence (Q61143 whole entry, looked up): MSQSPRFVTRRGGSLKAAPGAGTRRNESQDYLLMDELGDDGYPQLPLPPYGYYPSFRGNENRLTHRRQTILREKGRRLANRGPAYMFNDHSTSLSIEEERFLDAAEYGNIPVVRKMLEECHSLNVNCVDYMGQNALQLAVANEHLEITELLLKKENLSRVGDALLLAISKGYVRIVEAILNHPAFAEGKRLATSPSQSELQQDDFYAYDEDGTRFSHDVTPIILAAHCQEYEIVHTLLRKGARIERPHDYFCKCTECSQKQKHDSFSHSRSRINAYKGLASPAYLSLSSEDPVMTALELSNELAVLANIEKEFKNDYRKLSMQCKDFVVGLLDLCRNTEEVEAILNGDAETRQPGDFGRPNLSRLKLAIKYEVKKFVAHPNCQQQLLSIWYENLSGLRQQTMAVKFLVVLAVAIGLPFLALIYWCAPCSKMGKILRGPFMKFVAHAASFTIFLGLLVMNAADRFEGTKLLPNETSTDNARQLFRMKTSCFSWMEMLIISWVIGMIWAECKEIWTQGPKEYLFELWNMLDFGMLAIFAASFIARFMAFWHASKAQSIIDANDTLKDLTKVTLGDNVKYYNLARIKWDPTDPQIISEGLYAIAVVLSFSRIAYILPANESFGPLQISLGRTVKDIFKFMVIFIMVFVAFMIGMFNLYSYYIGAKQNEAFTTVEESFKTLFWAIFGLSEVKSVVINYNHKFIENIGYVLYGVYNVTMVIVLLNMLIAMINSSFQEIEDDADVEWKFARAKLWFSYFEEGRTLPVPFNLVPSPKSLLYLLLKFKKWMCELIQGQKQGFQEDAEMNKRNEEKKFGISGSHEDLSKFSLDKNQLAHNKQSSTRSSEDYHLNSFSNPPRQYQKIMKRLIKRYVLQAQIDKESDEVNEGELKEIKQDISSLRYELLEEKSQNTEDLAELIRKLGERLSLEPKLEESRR
MrgX1 allo act = positive allosteric modulators of MrgX1, primary screen, HEK293 cells, Fluo-4 calcium flux | Mas-related G-protein coupled receptor member X1 (Homo sapiens), Q96LB2 | FDSS; stronger effect = higher value | B-score at 10 µM | actives 0.63% (n = 310,000);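 active = plate-corrected calcium response at least 3 library SD above typical, normal starting fluorescence, not activating the receptor alone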;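 note: compound read alongside a low EC10 to EC30 dose of BAM8-22 agonist; peak minus trough fluorescence over baseline measured at the second addition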
ANO1 activ = TMEM16A chloride channel activators or potentiators, primary screen, cell-based, HTS. B-score at 10 µM. actives 0.3% (n = 340,000). Anoctamin-1 (Mus musculus), Q8BHY3. AID 623877, 2012. HEK293 TMEM16A/YFP-H148Q/I152L, iodide quench fluorescence; stronger effect = lower value;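 active = fluorescence-ratio B-score plate-corrected deviation score at least 3 library SD below zero, with starting fluorescence score within 5 deviations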;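 note: channel opened by trigger with iodide after compound preincubation; score built on the fluorescence ratio of max minus min over baseline; more negative score means more quench and so TMEM16A activation or potentiation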
TRPC6 act = mouse TRPC6 channel activators, primary screen, cell-based, HEK293, membrane potential dye; AID 2550, 2010; Short transient receptor potential channel 6 (Mus musculus), Q61143; B-score at 10 µM; HEK293-TRPC6 membrane potential dye fluorescence; stronger effect = higher value; actives 0.13% (n = 310,000);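 active = B-score of the integrated fluorescence ratio above library mean plus 3 SD, and starting fluorescence ratio within library mean plus 5 SD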;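 note: higher score means more depolarization so channel activation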
MrgX1 antagonist = antagonists of human MrgX1 receptor, primary screen, HEK293 cells, Fluo-4 calcium flux; Mas-related G-protein coupled receptor member X1 (Homo sapiens), Q96LB2; BAM8-22 antagonism; stronger effect = lower value; B-score at 10 µM; actives 1.3% (n = 310,000); AID 588676, 2011;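 active = calcium-response B-score plate-corrected more than 3 library SD below zero, starting fluorescence within 5 deviations, no agonist response on first addition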;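 note: peak minus trough fluorescence over baseline after final BAM8-22 challenge near maximal dose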
SKKanGAS inh = S. pyogenes SKKanGAS growth inhibitors in kanamycin, primary screen, streptokinase expression inhibitor project, SKKanGAS strain, BacTiter-Glo luminescence; 6 h; inhibition, % at 7.5 µM; AID 1662, 2009; actives 1.3% (n = 300,000);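 active = mean replicate score, as percent of positive control median, at least 50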;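 note: strain carries kanamycin resistance gene driven by streptokinase promoter and grows in 40 µg/ml kanamycin; loss of luminescence reflects streptokinase promoter inhibition or plain growth inhibition; 0% = median of DMSO wells and 100% = positive control at its reference dose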
MrgX1 ag = agonists of human MrgX1 receptor, primary screen, HEK293 cells, Fluo-4 calcium flux | Fluo-4 calcium fluorescence, agonist mode; stronger effect = higher value | B-score at 10 µM | actives 0.44% (n = 310,000) | AID 588627, 2011;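 active = calcium response B-score plate-corrected fluorescence ratio at least 3 library SD, with starting fluorescence B-score inside 5 SD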
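times = overnight plating, then 30 min 37 °C plus 30 min room-temperature dye loading | assay system = stable human MrgX1 HEK293 cell line | input = fifteen thousand cells per well | signal = kinetic calcium dye fluorescence, Fluo-4 NW | dosing = compound delivered in addition one of three | read-out = B-scored fluorescence response ratio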
TRPC4 PAM = positive allosteric modulators of TRPC4, primary screen, cell-based, mouse TRPC4beta, HEK293 mu-opioid, Fluo-4 calcium | B-score at 10 µM | DAMGO EC20, Fluo-4 Ca2+ flux; stronger effect = higher value | Short transient receptor potential channel 4 (Mus musculus), Q9QUQ5 | actives 0.42% (n = 310,000);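 active = B-score of calcium response area above 5 SD of library B-scores, with initial fluorescence ratio within 5 SD of library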;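 note: B-score of integrated fluorescence ratio over time as area under calcium response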
* marks the source's active call; other numbers are inactive results; i = inactive; . = not tested or not shown.

SMILES	TRPC4 act	TRPC4 inh	TMEM16A inh	TRPC6 inhibitor	MrgX1 allo act	ANO1 activ	TRPC6 act	MrgX1 antagonist	SKKanGAS inh	MrgX1 ag	TRPC4 PAM
COc1ccc(CCNS(=O)(=O)c2cccc3cccnc23)cc1OC	i	i	i	i	i	i	i	i	-3	i	i
COc1ccc(-c2ccc([C@H]3[C@@H]4C=CCC[C@@]4(C)C(=O)N3Cc3ccccc3)c(F)c2)cc1	i	i	i	i	i	i	i	i	58*	i	i
Cc1cccc(Nc2nc(N)nc(CSC(=S)N3CCOCC3)n2)c1	i	i	i	i	i	i	i	i	7	i	i
CCOc1ccc(-c2cc3nc(C4CCN(C(=O)OC(C)(C)C)CC4)c(C(=O)O)cn3n2)cc1	i	i	i	i	i	i	i	i	27	i	i
CCOC(=O)CSC1=N/C(=C\c2cc(OC)c(OC)c(OC)c2)C(=O)N1C	i	i	i	i	i	i	i	i	-9	i	i
CCOC(=O)N1CCC(n2c(SCC(=O)NCCc3ccc(S(N)(=O)=O)cc3)nc3ccccc3c2=O)CC1	i	i	i	i	i	i	i	i	17	i	i
CC1CCCN(c2nc3ccccc3nc2C(C#N)S(=O)(=O)c2cccs2)C1 (stereo unspecified)	i	i	i	i	i	i	i	i	13	i	i
CC(=O)c1c(C)oc2ccc(NS(=O)(=O)c3ccccc3)cc12	i	i	i	i	i	i	i	i	0	i	i
Cc1ccccc1/C(N)=N/OC(=O)N1c2ccccc2Sc2ccccc21	i	i	i	i	i	i	i	i	2	i	i
Cc1cc(C)nc(NC(=O)C(C)N2C(=O)c3ccccc3C2=O)n1 (stereo unspecified)	i	i	i	i	i	i	i	i	-8	i	i
COc1cccc(C(=O)COc2ccc3c(C)cc(=O)oc3c2)c1	i	i	i	i	i	i	i	-5.1*	-9	i	i
CC1=CC(=O)[C@H]2C(C)(C)CCC[C@]2(C)[C@@]1(O)CO	i	i	i	i	i	i	i	i	3	i	i
O=C(NCCN1CCOCC1)C1CCN(S(=O)(=O)N2CCCC2)CC1	i	i	i	i	i	i	i	i	-4	i	i
CN(C)CC(O)COC(c1ccccc1)c1ccccc1 (stereo unspecified)	i	i	i	i	i	i	i	i	0	i	i
COC(=O)C1(NC(=O)NC2CCCCC2)CCCCC1	i	i	i	i	i	i	i	i	0	i	i
Cc1nc2ccccc2nc1OCC(=O)Nc1ccc(F)cc1	i	i	i	i	i	i	i	i	27	i	i
CCn1c(=O)c(C(=O)NCc2cccnc2)c(O)c2ccccc21	i	i	i	i	i	i	i	i	-1	i	i
Cc1ccc(Nc2nc(N)nc(CN3CCN(C(=O)c4ccco4)CC3)n2)cc1Cl	i	i	i	i	i	i	i	i	-1	i	i
O=C(N/N=C1\CCc2ccccc21)c1ccc(O)cc1	i	i	i	i	i	i	i	i	0	i	i
COc1ccc(N2C(=O)CC(NCc3cccc(F)c3)C2=O)cc1 (stereo unspecified)	i	i	i	i	i	i	i	i	-7	i	i
Cc1cc(C)c2c(C)[nH]nc2n1	i	i	i	i	i	i	i	i	4	i	i
CC(C)c1ccc(NC(=O)N(CCc2nc3ccccc3[nH]2)C2CCCC2)cc1	75*	-7*	i	i	i	i	i	i	-9	i	i
COc1cccc(NC2c3ccccc3C(=O)N2Cc2ccco2)c1 (stereo unspecified)	i	i	i	i	i	i	i	i	-1	i	i
Cc1cccn2c(=O)c(C(=O)NCCCN3CCCCC3C)c(O)nc12 (stereo unspecified)	i	i	i	i	i	i	i	i	8	i	i
Cc1ccc(NNC(=O)CCc2ccccc2)c(C)c1	i	i	i	i	i	i	i	i	29	i	i
New compounds follow.
SMILES	TRPC4 act	TRPC4 inh	TMEM16A inh	TRPC6 inhibitor	MrgX1 allo act	ANO1 activ	TRPC6 act	MrgX1 antagonist	SKKanGAS inh	MrgX1 ag	TRPC4 PAM
CCCN1c2cccc3cccc(c23)S1(=O)=O	i	i	i	i	i	i	i	i	-2	i	i
Cc1nnsc1C(=O)Nc1ccc(S(=O)(=O)N2CCC(C)CC2)cc1	i	i	i	i	i	i	i	i	-4	i	i
CCOc1ccc(C(=O)NC2CCN(C(=O)N3CCCC3)CC2)cc1	i	i	i	i	i	i	i	i	-1	i	i
CC(=O)c1nn(-c2ccc(C)cc2)cc1C(=O)c1cccc(Br)c1	i	i	i	i	i	i	i	i	-2	i	i
CC1(C)CC(=O)N(CC(=O)N2CCN(c3ncccn3)CC2)c2ccccc2S1(=O)=O	.	.	i	.	i	i	.	i	.	i	.
CC(C)Nc1c(N)c(=O)oc2ccccc12	i	i	i	i	i	i	i	i	-6	i	i
COC(=O)CN(c1ccc(F)cc1)S(=O)(=O)c1ccccc1	i	i	i	i	i	i	i	i	0	i	i
CC1=CC(=O)CC(C)(C)C1(O)/C=C/C(C)=C/C(=O)O (stereo unspecified)	i	i	i	i	i	i	i	i	0	i	i
O=c1cc([O-])[n+]2c3n1CCCN3CCC2	i	i	i	i	i	i	i	i	11	i	i
Cc1ccc(S/C(=N\S(=O)(=O)c2ccc(Cl)cc2)c2ccccc2)cc1	i	i	i	i	i	i	i	i	25	i	i
CC(=O)N1CCN(S(=O)(=O)c2cccc(C(=O)Nc3ccccc3N3CCCC3)c2)CC1	i	i	i	i	i	i	i	i	2	i	i
O=[N+]([O-])c1ccc(N2CCCCC2)cc1SCCO	i	i	i	i	i	i	i	i	-9	i	i
Cc1cc(C)cc(OCC(=O)NC2CCCc3ccccc32)c1 (stereo unspecified)	i	i	i	i	i	i	i	i	-2	i	i
COc1ccc(-c2nnc(SCc3csc(N)n3)n2C)cc1	i	i	i	i	i	i	i	i	7	i	i
Cc1[nH]c2ccccc2c1C(=O)C(C)OC(=O)C1CCC1 (stereo unspecified)	i	i	i	i	i	i	i	i	-7	i	i
Cc1ccc(S(=O)(=O)NC(=O)COc2ccc([N+](=O)[O-])cc2)cc1	i	i	i	i	i	i	i	i	-2	i	i
Fc1ccc(-c2[nH]ncc2CN(CC2CCC2)CC2CCCO2)c(F)c1 (stereo unspecified)	i	i	i	i	i	i	i	i	-8	i	i
CC1CCN(S(=O)(=O)c2ccc(C(=O)NC3CCS(=O)(=O)C3)cc2)CC1 (stereo unspecified)	i	i	i	i	i	i	i	i	-2	i	i
O=C(O)c1nn(CC(=O)N(C2CCCCC2)C2CCCCC2)c(=O)c2ccccc12	i	i	i	i	i	i	i	i	-1	i	i
CCOC(=O)C1=NN(c2ccc(C)cc2)C2(S1)SC(C(C)=O)=C(C)N2c1ccccc1 (stereo unspecified)	i	i	i	i	i	i	i	i	11	i	i
Cc1ccc2nc(SCC(=O)Nc3ccc(Br)cc3)nc(=O)n2c1	i	i	i	i	i	i	i	i	-1	i	i
CCS(=O)(=O)N1CCN(c2ccc([N+](=O)[O-])c(NCC3CCCO3)c2)CC1 (stereo unspecified)	i	i	i	i	i	i	i	i	-4	i	i
CC(=O)c1cccc(NC(=O)Nc2ccccc2)c1	i	i	i	i	i	i	i	i	2	i	i
Cn1cc(S(=O)(=O)NC2CCCC2)c(=O)n(C)c1=O	i	i	i	i	i	i	i	i	-6	i	i
O=C(Nc1cccc(S(=O)(=O)N2CCOCC2)c1)c1cnccn1	i	i	i	i	i	i	i	i	-10	i	i
(listing goes on)
SMILES	TRPC4 act	TRPC4 inh	TMEM16A inh	TRPC6 inhibitor	MrgX1 allo act	ANO1 activ	TRPC6 act	MrgX1 antagonist	SKKanGAS inh	MrgX1 ag	TRPC4 PAM
COc1ccccc1C/C(N)=N/OC(=O)c1cccc([N+](=O)[O-])c1C	i	i	i	i	i	i	i	i	19	i	i
CCN1C(=O)/C(=C2/SC(C)=C(C)N2CC)SC1=S	i	i	i	i	i	i	i	i	2	i	i
COCCCN(C(C)=O)c1nc(-c2ccccc2)cs1	i	i	i	i	i	i	i	i	8	i	i
O=C1N(CCCCN2C(=O)C3(OCCO3)c3ccccc32)c2ccccc2C12OCCO2	i	i	i	i	i	i	i	i	5	i	i
COc1ccc(CCn2c(N)c(S(=O)(=O)c3cccs3)c3nc4ccccc4nc32)cc1OC	i	i	i	i	i	i	i	i	-6	i	i
CC(C)(C)c1cc(C(=O)N2CCN(c3ncccn3)CC2)ccn1	i	i	i	i	i	i	i	i	1	i	i
COc1ccc(Cn2c(-c3ccco3)nc3c(c(=O)c4ccccc4n3C)c2=O)cc1	i	i	i	i	i	i	i	i	19	i	i
CCOc1ncccc1C(=O)NCCCSc1ccccc1	i	i	i	i	i	i	i	i	0	i	i
N#CC1=C(N)C2=C(N3CCCCC3)CCCC2C1(C#N)C#N (stereo unspecified)	i	i	i	i	i	i	i	i	-2	i	i
Cc1ccccc1Nc1c(-c2ccccc2)nc2ncccn12	i	i	i	i	i	i	i	i	11	i	i
CC(=O)/C(N=Nc1ccc2c(c1)OCO2)=C(\C)O	i	i	i	i	i	i	i	i	3	i	i
CCOC(=O)c1ccc(NC(=O)CCc2nc(-c3ccccc3Cl)no2)cc1	i	i	100*	i	i	i	i	i	4	i	i
CCC(C)N(C(=O)COC(=O)c1ccccc1SCC(=O)N1CCCC1)C1CCS(=O)(=O)C1 (stereo unspecified)	i	i	i	i	i	i	i	i	1	i	i
O=c1[nH]c2cccnc2n1Cc1ccco1	i	i	i	i	i	i	i	i	3	i	i
Cc1ccc(S(=O)(=O)O/N=C2/CCCc3occc32)cc1	i	i	i	i	i	i	i	i	-2	i	i
CCOC(=O)c1ccc(NC(=O)C(=O)NCc2ccc(/C=C(/C#N)C(=O)NCCOC)o2)cc1	i	i	i	i	i	i	i	i	0	i	i
